# Source: PubChem
# CAL PDZ FP-1 – blocks peptide binding to human CAL PDZ domain | 330,000 tested, 0.02% active | inhibition, % at 20 µM | purified CAL PDZ, TMR-peptide fluorescence polarization, 1 h | AID 504414;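 active = highest replicate inhibition of at least 40%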;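 also: plate controls were DMSO neutral control wells for no effect and unlabeled competitor peptide control wells for full effect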
#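 material = purified tagged CAL PDZ domain construct (CerCALP) | compound dosing = 20 µM, one dose | times = 1 h at RT | measured by = fluorescence polarization from S- and P-plane intensities, G-factor corrected | read-out = inhibition from polarization loss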
# SR-BI uptake up – SR-BI HDL lipid transfer activation; 320,000 tested, 0.096% active; activation, % at 12.5 µM; CHO ldlA[mSR-BI] cells, DiI-HDL uptake fluorescence, 3 h; 100 = double the neutral-control signal; AID 504775;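 active = mean replicate activation of at least 60% and every replicate at or above 60%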;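 also: 0% = median plate neutral-control signal and 100% = twice that signal; values of inactives mirror those of a sister screen read the other way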
#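 system = CHO ldlA[mSR-BI] cells, LDL receptor-null, SR-BI overexpressing | medium = Ham's F12 with 0.5% BSA, HEPES 25 mM, pH 7.4 | probe or stimulus = DiI-HDL 10 µg/mL | compound dosing = single-point compound dose | incubation = compound exposure 3 h, 37 °C | technique = DiI fluorescence, bottom read | read-out = cell-associated DiI fluorescence as measure of HDL uptake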
# Rtt109 Vps75 – C. albicans Rtt109 histone acetyltransferase inhibition; 330,000 tested, 0.16% active; Q5AAJ8; inhibition, % at 34.9 µM; purified Rtt109/Vps75, ThioGlo CoA-SH fluorescence, 4 h;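 active = inhibition of at least 50% in every replicate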
# Target sequence (Q5AAJ8 whole entry, looked up): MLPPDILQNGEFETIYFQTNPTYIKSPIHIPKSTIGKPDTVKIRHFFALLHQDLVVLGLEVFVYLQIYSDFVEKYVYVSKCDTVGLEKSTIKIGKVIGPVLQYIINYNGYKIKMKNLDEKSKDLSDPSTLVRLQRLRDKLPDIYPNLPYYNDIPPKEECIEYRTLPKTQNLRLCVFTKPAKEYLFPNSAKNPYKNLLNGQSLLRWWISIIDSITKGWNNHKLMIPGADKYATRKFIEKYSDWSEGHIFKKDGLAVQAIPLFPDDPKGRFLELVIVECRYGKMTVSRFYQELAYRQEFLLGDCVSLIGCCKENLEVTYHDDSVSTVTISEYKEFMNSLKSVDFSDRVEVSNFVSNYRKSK
# C-LANA FP – inhibitors of KSHV LANA C-terminal domain DNA binding; MBP-C-LANA/FAM-LBS DNA binding, fluorescence polarization; inhibition, % at 9 µM; 340,000 tested, 0.078% active;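 active = highest replicate inhibition at or above 60% at 9 µM, even if other replicates fall short; inactive = all replicates below 60% inhibition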;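 also: 0% = neutral control wells and 100% = 4 µM acridine orange control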
# Keap1-Nrf2 PPI – Keap1-Nrf2 (human) interaction inhibition. Q14145. Keap1 Kelch-Nrf2 peptide fluorescence polarization, 1536-well. inhibition, % at 9.4 µM. 340,000 tested, 0.15% active. AID 504523; in the data active = inhibition above about 12%;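 also: human Keap1 Kelch domain with fluorescein labeled Nrf2 9mer peptide probe; 0% = neutral control wells and 100% = peptide positive control; higher means more block of Keap1 binding to Nrf2 peptide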
# cardiac RTF act – increases calcium sensitivity of human cardiac regulated thin filaments. AID 493008. 340,000 tested, 0.24% active. IANBD-labeled TnC RTF fluorescence at EC20 calcium; 0% EC20 calcium, 100% full calcium. P19429+P45379. activation, % at 7.2 µM;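 active = activation above the mean over all tested compounds plus 3 SD, cut at about 30% in these data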;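 also: rise in fluorescence read as greater calcium sensitivity of cardiac thin filaments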
# CAL PDZ FP-2 – blocks peptide binding to the human CAL PDZ domain | 300,000 tested, 0.92% active | AID 602252 | purified CAL PDZ, TMR-peptide fluorescence polarization, 1 h | inhibition, % at 24.9 µM | Q9HD26;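 active = mean inhibition of at least 30% with at least half of replicates also reaching 30%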;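 also: 0% = DMSO neutral control and 100% = excess unlabeled competitor peptide PRC23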
# RTF Ca sens inh – cardiac RTF calcium desensitization; 340,000 tested, 0.12% active; inhibition, % at 7.15 µM; IANBD-labeled cardiac RTF, Ca2+ fluorescence; AID 493244; P19429+P45379;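 active = inhibition above the mean inhibition of all tested compounds plus 3 SD, cut at about 17% in these data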;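 also: assay run at fixed EC70 calcium of 1.6 mM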
# PKA-R2B act – activates the human PKA-R2B holoenzyme complex; AID 504700; P22694+P31323; activation, % at 11.4 µM; 340,000 tested, 0.079% active; PKA-R2B holoenzyme dissociation, Cy5-IP20 fluorescence polarization; R2B truncated from residue 108, S112A mutant; 0% DMSO only, 100% 113 µM cGMP;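 active = activation above a cutoff set at the mean over all compounds plus 3 SD, cut at about 18% in these data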;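 also: higher means more holoenzyme dissociation and a rise in polarization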
# Target sequence (P31323 whole entry, looked up, other chains not shown, the tested form may be a part): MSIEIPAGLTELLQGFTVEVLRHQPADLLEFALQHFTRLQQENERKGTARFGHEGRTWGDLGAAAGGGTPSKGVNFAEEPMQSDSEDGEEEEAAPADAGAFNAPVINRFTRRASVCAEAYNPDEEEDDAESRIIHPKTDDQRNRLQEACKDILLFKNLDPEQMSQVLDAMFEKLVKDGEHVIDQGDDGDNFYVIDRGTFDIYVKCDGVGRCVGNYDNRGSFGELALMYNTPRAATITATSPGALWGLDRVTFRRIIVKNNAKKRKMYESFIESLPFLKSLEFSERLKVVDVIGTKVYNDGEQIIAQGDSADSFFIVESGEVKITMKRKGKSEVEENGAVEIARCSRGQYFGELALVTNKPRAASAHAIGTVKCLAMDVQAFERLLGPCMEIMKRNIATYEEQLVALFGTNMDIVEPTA
# DAGLB inhibitor – diacylglycerol lipase beta (human) inhibition. HEK293T DAGLB membrane lysate, EnzChek fluorogenic substrate. inhibition, % at 5.17 µM. 340,000 tested, 0.059% active; in the data active = inhibition above about 34%;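 also: 0% = enzyme with vehicle and 100% = wells lacking enzyme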
# * = called active by the depositor; x = no result given.
SMILES,CAL PDZ FP-1,SR-BI uptake up,Rtt109 Vps75,C-LANA FP,Keap1-Nrf2 PPI,cardiac RTF act,CAL PDZ FP-2,RTF Ca sens inh,PKA-R2B act,DAGLB inhibitor
CCOC(=O)N1CCN(C(=O)c2ccc3nc4ccc(Cl)cc4c(=O)n3c2)CC1,0.4,25,-50,0.6,-2,2,x,-7,1,-2
COc1cc(OC)cc(C(=O)Nc2ccc(S(=O)(=O)N(C)C)cc2)c1,-1.5,-17,-10,0.5,-6,-3,-2,-1,-3,-2
CS(=O)(=O)N1CCN(c2ccc(NC(=S)NC(=O)c3ccc4c(c3)OCO4)cc2)CC1,-2.0,-39,4,-0.1,1,13,-1,-7,-11,3
CC(=O)c1cccc(NC(=O)CSc2nnc(-c3cccnc3)o2)c1,0.0,-12,0,12,0,3,-4,-20,5,-2
COCCNc1oc(/C=C/c2ccccc2OC)nc1S(=O)(=O)c1ccccc1,-0.9,-27,26,-0.9,-3,0,1,18*,-5,-2
O=C(Nc1ccccc1)N(Cc1ccccc1)C1=NCCS1,0.7,1,6,0.5,-2,-3,x,-1,-16,1
COC(=O)CNc1nc(C2CC2)nc2c1nnn2Cc1ccccc1Cl,-1.1,6,-2,0.5,6,4,x,-9,6,-3
CC(C)CN1CCN(CC#Cc2ccccc2)CC1CCO (stereo not given),-3.1,10,-7,2.7,0,7,-4,-6,1,-3
C/C=C(\C)C(=O)O[C@H](c1cc2ccc(=O)oc2cc1OC)[C@@H](O)C(C)(C)O,0.0,17,-2,0.5,-3,0,-3,-7,4,-3
COC(=O)[C@@H](NCc1cccc(CN[C@H](C(=O)OC)c2ccccc2)c1)c1ccccc1,0.1,27,-1,-3.9,-3,-3,-2,-5,-1,-1

# As a working copy, part of the list above:
SMILES,CAL PDZ FP-1,SR-BI uptake up,Rtt109 Vps75,C-LANA FP,Keap1-Nrf2 PPI,cardiac RTF act,CAL PDZ FP-2,RTF Ca sens inh,PKA-R2B act,DAGLB inhibitor
CCOC(=O)N1CCN(C(=O)c2ccc3nc4ccc(Cl)cc4c(=O)n3c2)CC1,0.4,25,-50,0.6,-2,2,x,-7,1,-2
COc1cc(OC)cc(C(=O)Nc2ccc(S(=O)(=O)N(C)C)cc2)c1,-1.5,-17,-10,0.5,-6,-3,-2,-1,-3,-2
CS(=O)(=O)N1CCN(c2ccc(NC(=S)NC(=O)c3ccc4c(c3)OCO4)cc2)CC1,-2.0,-39,4,-0.1,1,13,-1,-7,-11,3

# Next section
SMILES,CAL PDZ FP-1,SR-BI uptake up,Rtt109 Vps75,C-LANA FP,Keap1-Nrf2 PPI,cardiac RTF act,CAL PDZ FP-2,RTF Ca sens inh,PKA-R2B act,DAGLB inhibitor
CCCn1nc(NC(=O)c2ccco2)c2cc3ccccc3nc21,-1.8,-10,x,-0.3,-3,-3,-3,-4,-2,1
CC(C)c1ccc(NC(=O)C(c2ccccc2)N(C)C(=O)c2cnccn2)cc1 (stereo not given),0.0,8,-2,0.6,2,0,0,-2,5,-3
O=C(OCc1ccc2c(c1)OCO2)c1ccc(S(=O)(=O)N2CCCC2)cc1,-1.2,20,2,1.6,2,-7,-4,-9,-9,-6
COCC(=O)NCCSc1c(C)[nH]c2ccccc12,0.2,6,1,-1.3,5,2,-2,-9,7,-2
CC1CSc2ccccc2NC1=S (stereo not given),0.6,-4,-3,-0.6,-5,-2,-6,-6,-4,1
COc1cccc(/C=C2\C(=O)C(=O)c3ccccc32)c1,-2.7,11,-1,-6.4,6,-6,x,-8,9,14
N=c1sccn1CC(=O)Nc1ccc(Cl)c(S(=O)(=O)N2CCOCC2)c1,-1.1,-2,-7,1.2,1,-2,3,-4,5,1
O=C(OCC(=O)N1CCc2ccccc21)c1cc(S(=O)(=O)N2CCOCC2)ccc1F,-1.8,-11,26,-1.9,4,-1,0,-1,-3,-1
O=C(O)c1cccc(C(=O)Cc2ccccc2)c1,-0.6,42,-1,0.8,1,10,-2,8,13,-1
CCOC(=O)C1=C(COC(=O)Cc2ccccc2)NC(=O)NC1C (stereo not given),-2.8,2,1,0.7,1,2,0,-3,-8,1
Nc1nnc(SCC(=O)Nc2cc(S(=O)(=O)N3CCOCC3)ccc2N2CCCC2)s1,-2.5,x,1,0.4,0,3,68*,-4,-1,1
CCC(C)(C)NC(=S)Nc1ccc(-c2nc3ccc(C)cc3s2)cc1,-0.4,-32,0,-0.3,-6,4,0,4,1,-3
CC12CCC(C(=O)Nc3cc(Cl)ccc3Cl)(C/C1=N\O)C2(C)C (stereo not given),-0.8,5,8,1.7,0,2,-3,-13,-11,1
COc1ccc2c(c1OC)C(=O)NC(C)=C(C(=O)OC(C)(C)C)C2O (stereo not given),-0.7,23,4,0.2,-1,-1,0,-2,3,1
CC(=O)c1c(O)cc(O)cc1CC(=O)O,-0.1,0,-6,9.4,3,10,-1,-5,-3,1
CC1(NC(=O)c2cccc(S(=O)(=O)N3CCCc4ccccc43)c2)CCS(=O)(=O)C1 (stereo not given),-1.6,23,8,3.3,-5,-3,0,-32,-6,4
O=C(Nc1ccc2c(c1)OCCO2)c1ccc(Cl)c(Cl)c1,1.3,-27,-3,-3.2,-2,-4,x,-7,-10,-4
Cc1cc2nc(NCCCO)n(CC(=O)c3cc(C(C)(C)C)c(O)c(C(C)(C)C)c3)c2cc1C,-0.2,6,2,2.2,0,-1,-4,5,-4,-4
Cn1cc(/C=C2\SC(=S)N(NC(=O)c3cccc(Cl)c3)C2=O)c2ccccc21,0.8,x,3,0.4,2,45*,-3,-34,0,-3
CC(NC1c2ccccc2-c2ccccc21)c1ccccc1 (stereo not given),-3.4,x,0,-2.5,0,-1,0,-7,-5,-8
Cc1ccc(Oc2nc(-c3cccnc3)nc3ccccc23)c([N+](=O)[O-])n1,1.7,-20,-1,0.3,1,-1,-6,-8,4,1
CCOc1cc(/C=N/N2CCN(Cc3ccccc3)CC2)ccc1O,0.1,-4,-1,3.7,-2,1,-3,3,0,2
CCOC(=O)Cn1cc([N+](=O)[O-])c(OC)n1,-3.0,-2,-9,0.8,1,2,-12,-10,2,-2
O=C(N/N=C\c1cc2c(cc1[N+](=O)[O-])OCO2)c1cccs1,-2.3,0,-6,0.5,-6,-4,-1,0,-10,3
Cc1ccc(OCC(=O)NC(C)c2ccc(Cl)c(Cl)c2)c([N+](=O)[O-])n1 (stereo not given),-0.2,-18,2,0.8,1,-4,-3,-19,-1,2
Fc1ccc(CSc2nsc(SCc3ccc(F)cc3)n2)cc1,-0.3,16,5,-0.5,-5,-3,-5,-18,-2,-17
Cc1c(NC(=O)c2ccc3c(c2)OCO3)cccc1-c1nc2ccccc2s1,-0.5,-26,-4,-0.8,-8,6,15,1,9,-9
Clc1ccccc1OCc1nn[nH]n1,-0.5,13,11,3.2,2,4,0,-3,7,-1
O=C(Nc1nc(-c2cccs2)c(C(=O)C(F)(F)F)s1)c1ccccc1,-0.3,x,18,0.6,3,-4,x,-3,-9,-5
Cc1nn(Cc2ccccc2Cl)c(Cl)c1/C=C/C(=O)OCC(=O)NC1CCS(=O)(=O)C1 (stereo not given),-3.5,-18,-5,-1.6,-4,0,-3,-11,0,-5

# Profiles as entered above. Values in the order: CAL PDZ FP-1 | SR-BI uptake up | Rtt109 Vps75 | C-LANA FP | Keap1-Nrf2 PPI | cardiac RTF act | CAL PDZ FP-2 | RTF Ca sens inh | PKA-R2B act | DAGLB inhibitor
# Listed for Cc1nn(Cc2ccccc2Cl)c(Cl)c1/C=C/C(=O)OCC(=O)NC1CCS(=O)(=O)C1 (stereo not given) → -3.5 | -18 | -5 | -1.6 | -4 | 0 | -3 | -11 | 0 | -5
# Listed for CCOc1cc(/C=N/N2CCN(Cc3ccccc3)CC2)ccc1O → 0.1 | -4 | -1 | 3.7 | -2 | 1 | -3 | 3 | 0 | 2
# Listed for Fc1ccc(CSc2nsc(SCc3ccc(F)cc3)n2)cc1 → -0.3 | 16 | 5 | -0.5 | -5 | -3 | -5 | -18 | -2 | -17
# Listed for O=C(Nc1nc(-c2cccs2)c(C(=O)C(F)(F)F)s1)c1ccccc1 → -0.3 | x | 18 | 0.6 | 3 | -4 | x | -3 | -9 | -5

# The results go on.
SMILES,CAL PDZ FP-1,SR-BI uptake up,Rtt109 Vps75,C-LANA FP,Keap1-Nrf2 PPI,cardiac RTF act,CAL PDZ FP-2,RTF Ca sens inh,PKA-R2B act,DAGLB inhibitor
N#Cc1ccc(Oc2ccc(C#N)c(C#N)c2)cc1C#N,-0.3,-26,-1,-1.5,-1,0,0,0,0,2
COCCOc1ccc(C(F)(F)F)cc1NC(=O)CN1C(=O)NC(C)(c2ccc3c(c2)OCO3)C1=O (stereo not given),-1.9,3,12,-0.4,3,10,-2,-12,-4,-1
Cc1cccc(-n2nc3c(c2NC(=O)C2CC2)CS(=O)(=O)C3)c1C,-1.4,-4,-5,-0.4,1,0,10,-7,3,1
CC(=O)Nc1nc(-c2cccs2)cs1,-0.4,5,5,1.3,5,4,1,-2,3,-2
Cc1noc(C)c1S(=O)(=O)N1CCCC(C(=O)Nc2ccc(Cl)cn2)C1 (stereo not given),x,-23,2,0.0,2,1,-5,9,-1,2
O=c1[nH]c2ccccc2n2c(C(F)(F)F)nnc12,-0.3,6,6,0.1,-3,-2,-2,-4,-1,-4
O=C(NC1CCSc2ccccc21)c1ccccc1Cl (stereo not given),2.1,-2,-3,1.2,3,-2,-3,0,0,-1
COc1cccc(/C=N/NC(=O)CNC(=O)c2ccc(S(=O)(=O)N3CCOCC3)cc2)c1OC,-1.5,-9,8,2.0,7,-1,-3,7,-1,-1
COc1ccccc1OCC(=O)NNC(=O)CCCC(=O)NNC(=O)COc1ccccc1OC,0.1,1,-4,0.8,-5,0,16,0,5,0
Cc1cc(F)ccc1NC(=O)c1cnccn1,0.3,33,-4,1.7,-1,0,-6,3,-4,-2
